High-throughput results deposited in PubChem by National Center for Advancing Translational Sciences (NCATS).
D1 ag – Allosteric Agonists of the Human D1 Dopamine Receptor: qHTS; D(1A) dopamine receptor (Homo sapiens), P21728; HEK293 T-REx D1 cells, calcium flux, agonist mode; activation, % at 2 µM; actives 1% (n = 360,000); AID 504660, 2011; note: 0% is about no effect
Target sequence (P21728 whole entry, looked up): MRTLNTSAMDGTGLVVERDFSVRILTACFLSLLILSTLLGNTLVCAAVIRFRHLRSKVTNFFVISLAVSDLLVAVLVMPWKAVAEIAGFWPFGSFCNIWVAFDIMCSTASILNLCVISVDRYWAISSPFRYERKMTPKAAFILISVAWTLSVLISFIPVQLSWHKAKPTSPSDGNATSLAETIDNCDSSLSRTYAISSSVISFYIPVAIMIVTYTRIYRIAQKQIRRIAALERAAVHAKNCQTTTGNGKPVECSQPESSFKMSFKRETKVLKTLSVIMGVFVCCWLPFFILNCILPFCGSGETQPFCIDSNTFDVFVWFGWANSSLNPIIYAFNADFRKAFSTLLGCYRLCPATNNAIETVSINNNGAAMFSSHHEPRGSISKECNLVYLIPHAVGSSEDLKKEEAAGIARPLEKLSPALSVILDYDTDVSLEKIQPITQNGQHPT
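Tetracycline-induced HEK293 TREx D1 cells, force-coupled to calcium signalling, were dye-loaded with a no-wash calcium kit. Compound was pin-added after a 10 s baseline. Fluorescence was read kinetically at 1 cycle/s for 180 s, with calcium rises flagged as agonism.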
TRHR enhancer – qHTS for Small Molecule Agonists and Allosteric Enhancers of Human TRH Receptor: Primary Screen for Enhancers. TRHR cells, fluo-8 calcium fluorescence, EC20 TRH enhancement. Thyrotropin-releasing hormone receptor (Homo sapiens), P34981. actives 0.66% (n = 360,000). AID 493056, 2011. enhancement, % at 2 µM; in the data active = enhancement above about 30%; note: 0% is about no effect
Target sequence (P34981 whole entry, looked up): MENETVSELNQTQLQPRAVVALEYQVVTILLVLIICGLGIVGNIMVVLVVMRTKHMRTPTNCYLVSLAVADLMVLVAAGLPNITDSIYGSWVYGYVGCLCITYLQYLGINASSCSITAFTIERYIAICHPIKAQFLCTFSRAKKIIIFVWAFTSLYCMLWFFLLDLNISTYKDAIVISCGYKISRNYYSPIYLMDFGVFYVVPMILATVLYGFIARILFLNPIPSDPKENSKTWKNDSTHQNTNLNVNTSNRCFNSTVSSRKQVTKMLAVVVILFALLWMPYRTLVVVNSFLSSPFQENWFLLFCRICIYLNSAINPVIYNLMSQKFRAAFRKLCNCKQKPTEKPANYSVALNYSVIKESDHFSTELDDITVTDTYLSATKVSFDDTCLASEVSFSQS
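Enhancer read-out: after compound pinning and an initial kinetic agonist-mode read, an EC20 of TRH (10 nM final) was injected and fluo-8 calcium signal (Ex 480/Em 530) followed at 1 s/cycle for 100 cycles in TRHR-expressing cells.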
TRHR ag – qHTS for Small Molecule Agonists and Allosteric Enhancers of Human TRH Receptor: Primary Screen for Agonists. actives 0.18% (n = 360,000). TRHR cells, calcium flux fluo-8, FDSS agonist mode. Thyrotropin-releasing hormone receptor (Homo sapiens), P34981. activation, % at 2 µM; note: 0% is about no effect
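TRHR-expressing cells, plated overnight in medium with 10% serum, were loaded with fluo-8 calcium dye at room temperature. After a 10 s baseline, library compound was pin-added and calcium release was recorded kinetically (ex 480/em 530) as agonist response.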
RXFP1 antagonist – qHTS Assay for Antagonists of the Relaxin Receptor RXFP1 | activity change, negative = inhibition, % at 57.5 µM | actives 0.59% (n = 350,000) | HEK293-RXFP1, relaxin-stimulated cAMP HTRF, 30 min; active compounds read low;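 active = activity change of -60% or lower, but not beyond a set lower limit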; note: % is set by controls: 0 for no effect and ±100 for the full control effect
D1 potentiator – Potentiators of Human D1 Dopamine Receptor: qHTS; HEK293 TREx D1 cells, calcium flux, dopamine EC20 potentiation; potentiation, % at 10 µM; actives 0.036% (n = 360,000); AID 504651, 2011; in the data active = potentiation above about 30%; note: 0% is about no effect
D2 ag – HTS Assay for Allosteric Agonists of the Human D2 Dopamine Receptor: Primary Screen for Agonists. HEK293 T-REx D2 cells, calcium flux agonist mode. activation, % at 2 µM. actives 0.53% (n = 340,000);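 active = activation over 3 SD above normal in the single-dose calcium agonist read, cut at about 30% in these data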; note: 0% is about no effect
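Agonism is scored from calcium flux in a force-coupled, inducible HEK293 cell line expressing D2, read kinetically for 180 s after compound addition against dopamine controls.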
D2 antagonist – HTS Assay for Allosteric Antagonists of the Human D2 Dopamine Receptor: Primary Screen for Antagonists. inhibition, % at 10 µM. AID 485344, 2010. actives 2% (n = 340,000). D(2) dopamine receptor (Homo sapiens), P14416. HEK293 TREx D2 cells, calcium flux, dopamine EC80; in the data active = inhibition above about 30%; note: 0% is about no effect
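Tetracycline-induced HEK293 T-REx cells expressing D2 force-coupled to calcium signalling were dye-loaded, exposed to compound for 180 s, then challenged with an EC80 of dopamine; calcium flux was followed kinetically for a further 180 s.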
D2 PAM – HTS Assay for Positive Allosteric Modulators of the Human D2 Dopamine Receptor: Primary Screen for Potentiators; actives 0.34% (n = 340,000); potentiation, % at 10 µM; HEK293 T-REx D2, calcium flux, EC20 dopamine potentiation; D(2) dopamine receptor (Homo sapiens), P14416;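 active = potentiation over 3 SD above the plate norm, cut at about 30% in these data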; note: 0% is about no effect
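Calcium flux readout, no-wash dye, 1 read/s. Inducible HEK293 Trex D2 line, overnight 30 C. Compound alone 180 s (agonist flags), then EC20 dopamine, another 180 s to score potentiation.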
D1 antag – Antagonist of Human D 1 Dopamine Receptor: qHTS; D(1A) dopamine receptor (Homo sapiens), P21728; HEK293 TREx D1 cells, calcium flux, dopamine EC80; active compounds read low; activity change, negative = inhibition, % at 10 µM; actives 3.2% (n = 360,000); AID 504652, 2011; in the data active = activity change below about -30%; note: % is set by controls: 0 for no effect and ±100 for the full control effect
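Inducible Hek293 Trex D1 cells (tetracycline, overnight, 30 C). Calcium dye 30–90 min RT. Antagonist mode: EC80 dopamine added after 180 s compound read.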
An asterisk follows results filed as active; . = no result given; & = joins results of further samples. Cut-off read from the data, not from the text of the source, unless noted: active = activation above about 30%; inactive = the rest. Compounds as they come (roughly 7.3% active in at least one column).

SMILES	D1 ag	TRHR enhancer	TRHR ag	RXFP1 antagonist	D1 potentiator	D2 ag	D2 antagonist	D2 PAM	D1 antag
COc1ccc(Cl)cc1C(=O)NNC(=O)c1cccc([N+](=O)[O-])c1	0	10	0.1	5	2	1.0	-8	-5	6
CCCN(CC1CC1)C(=S)Nc1ccccc1F	3	-3	-1.3	-3	-2	-0.7	-4	4	17
O=C(Nc1ccc(S(=O)(=O)Nc2nccs2)cc1)/C(=C/c1ccccc1Cl)NC(=O)c1ccccc1	2	1	0.0	-28	-1	.	.	.	-2
CCOC(=O)C1CCCN(C(=O)c2cccc(NC(=O)C(CC)CC)c2)C1 (stereo unspecified)	0	-3	-0.1	4	-2	0.3	-2	6	-2
Cc1ccc(NC(=O)CN(C)C(=O)CNC(=O)c2ccc3c(c2)OCO3)cc1	1	-2	0.0	6	0	0.7	-27	1	-6
CCS(=O)(=O)Nc1cccc(-c2nc3cccnc3s2)c1C	-1	1	0.2	-1	6	0.9	-11	-7	-5
O=C(NCc1ccc2c(c1)OCO2)c1ccc(CS(=O)Cc2ccc(Cl)cc2)o1 (stereo unspecified)	4	-3	-0.3	-6	-4	0.1	-2	-2	-16
COC(=O)c1ccc(Oc2nc(NC(C)C)nc(N(C)C)n2)cc1	5	2	-0.1	2	-8	.	.	.	-8
O=C(NC(Cc1c[nH]c2ccccc12)C(=O)O)c1ccc(F)cc1 (stereo unspecified)	1	-2	0.9	-2	3	0.3	-7	4	-4
O=C(CCC(=O)Nc1ccccc1)N/N=C/C=C/c1ccccc1	0	0	0.7	-16	-5	-0.1	30*	-10	12
Cc1ccc(C(=O)NC2CCCCC2)cc1S(=O)(=O)N1CCCC1	3	-3	-1.0	-5	1	-0.6	-2	-2	5
COc1ccc(-c2csc(/C(C#N)=C/Nc3ccc4c(c3)OCCO4)n2)cc1	3	26	-0.2	1	1	0.7	-5	12	7
CCCCn1c(NCc2ccc(N(C)C)cc2)nc2ccccc21	30&16	-12&-11	-1.7&0.5	-1&-16	-9&-6	0.3&-0.5	-10	2&-22	-5&-11
CCNC(=S)N1CCN(S(=O)(=O)c2ccc(C)c(C)c2)CC1	7	13	0.2	3	-4	1.7	5	-11	-1
COc1cc(/C=N/NC(=O)CC(=O)NC2CCCCC2)ccc1O	0	4	0.1	-6	0	0.7	6	1	4
COc1ccccc1C(=O)n1nc(-c2ccco2)nc1N	0	-14	-0.4	.	-2	1.2	11	-10	-82*
Cn1c(=O)c2cc(S(=O)(=O)NCCC(=O)Nc3ccc(Cl)cc3)ccc2n(C)c1=O	3	1	0.3	-25	-3	0.8	-4	1	8
O=C(C1CCC1)N1CCN(Cc2ccccc2)CC1	1	-4	0.3	6	0	5.2	-4	-23	2
COc1ccc([N+](=O)[O-])cc1N(CC(=O)NCCSc1ccc(C)cc1)S(C)(=O)=O	1	-7	-0.6	-5	-6	0.3	-6	-8	-13
Cc1nn2c3ccccc3n(C)c2nc1=O	-1	12	0.2	-16	-5	-0.3	2	-6	-1
CNC(=O)NC(=S)NC(=O)c1cccc(Cl)c1	1	0	1.2	2	2	1.5	-8	1	3
CCN(C(=O)COC(=O)c1[nH]c(C)c(C(C)=O)c1C)c1c(N)n(Cc2ccccc2)c(=O)[nH]c1=O	3	-5	1.7	-3	4	0.2	0	13	-18
CC(C)c1ccc(NC(=O)CN(C)S(=O)(=O)c2ccc3c(c2)n(C)c(=O)c(=O)n3C)cc1	1	0	-1.4	2	-1	-1.1	.	3	18
COc1cc(C(=S)N2CCOCC2)ccc1OC(=O)c1ccc(Br)cc1	11	-5	0.3	-12	-13	0.1	-14	-1	-18
C/C=C/c1ccc(OCCCCN2CC(C)CC(C)C2)c(OC)c1 (stereo unspecified)	4	-4	1.0	-10	-7	-0.3	38*	-25	9

(cont.)
SMILES	D1 ag	TRHR enhancer	TRHR ag	RXFP1 antagonist	D1 potentiator	D2 ag	D2 antagonist	D2 PAM	D1 antag
CCc1nnc(NC(=O)CSCc2cc(=O)n3nc(C)sc3n2)s1	4	0	0.0	15	2	0.7	10	-6	10
COc1ccc(COC(=O)c2ccc(N3CCCC3=O)cc2)cc1F	7	0	0.4	6	0	-0.2	-3	-1	-6
COC(=O)c1ccccc1NC(=O)COC(=O)/C=C/c1ccco1	1	2	-0.8	-14	2	.	.	.	1
Cc1ccc(N(CC(=O)NCc2ccc3c(c2)OCO3)S(=O)(=O)c2c(C)noc2C)cc1	2	1	0.1	-4	.	1.0	-4	3	-12
Cc1occc1C(=O)N/N=C/c1ccccn1	1	12	-1.4	-1	-5	-1.0	-13	-5	3
COc1cc(NC(=O)c2cc(-c3cccnc3)nc3ccc(Br)cc23)cc(OC)c1	3	4	0.4	9	1	0.3	8	-5	-4
O=C(Nc1ccccc1O)c1cccc(NC(=O)c2ccco2)c1	5	0	-0.1	.	0	1.2	-11	-7	-1
CN1CC(=O)N(CC(=O)Nc2ccc(Cl)c(C(F)(F)F)c2)c2ccccc2C1=O	3	2	0.3	-3	-4	-0.4	.	4	-4
OCC(CO)(CO)N=Cc1cc(Br)ccc1O	1	-11	-0.6	2	-11	.	.	.	-5
O=C(CCCCC(=O)Nc1ccc(F)cc1)Nc1ccc(F)cc1	5	1	0.3	-4	-4	-1.4	-8	-4	3
O=C(Nc1cccc(O)c1)c1cc(-c2ccc3c(c2)OCO3)on1	1	-1	1.7	12	-9	0.9	0	0	1
COc1ccccc1CN=C1Nc2ccccc2CS1	1	-2	2.0	-2	-7	-1.2	-26	-8	-13
c1ccc(Oc2nc3ccccc3n3cccc23)cc1	0	-1	0.0	1	7	0.4	12	-8	-11
O=C(CSc1cn(Cc2ccccc2)c2ccccc12)Nc1nccs1	3	-2	0.2	-2	.	-1.0	8	-1	-2
CC(=O)c1cccc(NC(=O)CN2C(=O)NC(C)(c3ccc4c(c3)OCCCO4)C2=O)c1 (stereo unspecified)	1	-1	-0.3	1	-1	-0.5	-15	10	20
O=[N+]([O-])c1cc(O)c2ncccc2c1	3	0	2.3	-32	-2	.	.	.	-4
Cc1cc([N+](=O)[O-])nn1CCCC(=O)N1CCN(c2ccccc2)CC1	3	-4	-0.3	7	-5	0.0	7	13	6
CCOc1ccc(NC(=O)c2ccc(NC(=O)c3cn4c5c(c(N6CCN(C)CC6)c(F)cc5c3=O)OCC4C)cc2)cc1 (stereo unspecified)	1	1	-0.5	-1	-3	1.7	9	-6	3
CC(=O)c1ccc(C(=O)NC2CCCN(Cc3ccccc3F)C2)s1 (stereo unspecified)	3	12	-0.6	-7	8	0.6	22	-12	-10
C=CCOc1ccc2ccccc2c1CNCCCN1CCOCC1	1	6	-1.2	-1	-6	-0.8	-2	-5	-8
N#CCC(=O)Nc1ccc(C(=O)N2CCN(S(=O)(=O)c3ccc4ccccc4c3)CC2)cc1	1	12	1.3	-6	-4	0.0	-16	-2	-5
CC(C)(C)c1ccc(C(=O)Nc2ccc(Oc3cccnc3)nc2)cc1	11	-1	-1.5	-5	-4	1.1	-10	5	-23
CCOC(=O)C1=C(C)N(C)C(C)=C(C(=O)OCC)C1c1ccc(Cl)cc1	11	-13	-1.1	-61*	-8	-1.4	-12	6	5
CN(CC(=O)O)Cc1nc2ccccc2[nH]1	1	-2	0.3	6	-2	-0.3	-2	1	5
CCc1ccc(/C=C2/SC(=S)N(CCC(=O)Nc3cccc(C(=O)O)c3)C2=O)cc1	68*	8	-2.2	-5	2	0.5	-7	4	9

Continued:
SMILES	D1 ag	TRHR enhancer	TRHR ag	RXFP1 antagonist	D1 potentiator	D2 ag	D2 antagonist	D2 PAM	D1 antag
COc1ccc(CCNC(=O)Cn2cc(S(=O)(=O)Cc3ccc(F)cc3)c3ccccc32)cc1OC	6	-11	0.5	-16	-3	-0.1	.	-1	-22
O=C(CCc1ccc(O)c(O)c1)N/N=C/c1ccc2c(c1)OCO2	10	0	-0.5	1	-6	19	42*	2	-10
COc1ccc(C(=O)c2oc3ccccc3c2NC(=O)COc2cccc(C)c2)cc1	1	7	1.6	-2	-1	-0.1	.	11	-10
CCC(NC(=O)Nc1ccc(O)cc1)(C(F)(F)F)C(F)(F)F	2	-11	2.1	1	-4	-0.2	1	5	0
COc1ccc(N2C(=O)C(Cl)=C(N3CCCC(C)C3)C2=O)cc1 (stereo unspecified)	0	4	-1.0	-13	-3	-0.8	-15	3	-21
O=C(O)c1ccc(NC(=O)C2C3CCC(C3)C2C(=O)O)cc1 (stereo unspecified)	2	4	1.0	3	-1	0.1	-8	1	-19
CCOC(=O)C1(CCc2ccccc2)CCN(C(=O)CCn2cnnn2)CC1	-1	-1	0.2	-5	-1	0.3	0	5	2
Cc1nn(Cc2ccc(Cl)cc2)c(C)c1NC(=O)/C=C/c1cnn(C)c1	6	-3	0.0	18	-3	1.5	9	3	-22
CCn1c(SCC(=O)c2cc(C)ccc2C)nc2cc(S(=O)(=O)N3CCOCC3)ccc21	4	-6	-0.2	-7	2	0.6	-6	-1	16
O=C(N/N=C/c1ccco1)c1cc(-c2cccc3ccccc23)n[nH]1	-2	36*	0.4	-13	2	0.7	-1	0	14
Cc1sc(NC(=O)c2ccco2)c(C(c2cccnc2)N2CCN(C)CC2)c1C (stereo unspecified)	0	-6	0.2	2	-3	1.0	19	-8	-20
COC(=O)c1ccc(SCC(=O)NC2CCCC2)c([N+](=O)[O-])c1	6	2	0.1	-7	0	1.8	-20	1	6

6 consecutive entries out of the list so far, quoted:
SMILES	D1 ag	TRHR enhancer	TRHR ag	RXFP1 antagonist	D1 potentiator	D2 ag	D2 antagonist	D2 PAM	D1 antag
CCOC(=O)C1(CCc2ccccc2)CCN(C(=O)CCn2cnnn2)CC1	-1	-1	0.2	-5	-1	0.3	0	5	2
Cc1nn(Cc2ccc(Cl)cc2)c(C)c1NC(=O)/C=C/c1cnn(C)c1	6	-3	0.0	18	-3	1.5	9	3	-22
CCn1c(SCC(=O)c2cc(C)ccc2C)nc2cc(S(=O)(=O)N3CCOCC3)ccc21	4	-6	-0.2	-7	2	0.6	-6	-1	16
O=C(N/N=C/c1ccco1)c1cc(-c2cccc3ccccc23)n[nH]1	-2	36*	0.4	-13	2	0.7	-1	0	14
Cc1sc(NC(=O)c2ccco2)c(C(c2cccnc2)N2CCN(C)CC2)c1C (stereo unspecified)	0	-6	0.2	2	-3	1.0	19	-8	-20
COC(=O)c1ccc(SCC(=O)NC2CCCC2)c([N+](=O)[O-])c1	6	2	0.1	-7	0	1.8	-20	1	6
